SSB-PriA inh – inhibitors of Klebsiella pneumoniae PriA binding to SSB C-terminal tail | AlphaScreen SSBct-PriA binding, biotinylated peptide | inhibition, % at 33 µM | actives 0.6% (n = 430,000) | AID 1272365; in the data active = inhibition mostly above about 37%, no sharp cut-off; inactive = mostly below about 20%;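 also: plate controls were negative control peptide for no effect and reference peptide for full effect; strong numbers were not always called active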
Starred values were filed as active, the others as inactive; & = joins results of further samples. This is a subset; count on the stated rates, not on these rows.

> O=C(Cn1nc(-c2ccco2)c2sc(N3CCCC3)nc2c1=O)N1CCN(c2ccccc2)CC1
  SSB-PriA inh = 7.0
> COc1ccc(CC(=O)NCCc2ccc(N(C)C)cc2)cc1
  SSB-PriA inh = -6.0
> CC1=Nc2ccccc2C1=Cc1sc(=N)n(-c2nccs2)c1O
  SSB-PriA inh = 33.0
> COc1ccc(Cn2cnc3c4cc(C)ccc4n(CC(=O)Nc4ccc5c(c4)OCO5)c3c2=O)cc1
  SSB-PriA inh = -6.0
> O=C(Nc1cc(F)cc(F)c1)N1CCN(c2cc(-n3cccc3)ncn2)CC1
  SSB-PriA inh = -8.0
> Cc1nc2ccccc2n1C(=NS(=O)(=O)c1ccccc1)c1ccccc1
  SSB-PriA inh = -3.1
> CCC(O)=C1C(=O)CC(c2ccccc2)CC1=NC(C)C (stereo not drawn)
  SSB-PriA inh = -6.2
> O=C(NN=Cc1ccc(OC(=O)c2ccc(Br)cc2)cc1)c1ccncc1
  SSB-PriA inh = -8.4
> Cc1nc2c(c(=O)n1CCC1=CCCCC1)c1nc3ccccc3nc1n2N=Cc1ccco1
  SSB-PriA inh = -24.4
> O=C(CCc1ccccc1Br)N(Cc1ccoc1)Cc1cccs1
  SSB-PriA inh = -5.0
> Cc1ccc(-n2ncc3c(C)nnc(SCC(=O)NCc4ccccc4)c32)cc1C
  SSB-PriA inh = 17.0
> O=C1CCCN1c1ccc(Cn2nc3c(S(=O)(=O)N4CCOCC4)cccn3c2=O)cc1
  SSB-PriA inh = -5.0
> CCOC(=O)C[C@H]1C(=O)NCCN1Cc1cccc2ccccc12
  SSB-PriA inh = -1.0
> COC(=O)c1ccc2c(c1)C1CC(C)(O2)N(c2ccc(F)cc2F)C(=O)N1 (stereo not drawn)
  SSB-PriA inh = 16.0
> COc1cc(NC(=O)/C=C\C(=O)O)c(OC)cc1Cl
  SSB-PriA inh = 12.0

> O=C(NCC(O)c1csc2ccccc12)c1ccc(Cl)s1 (stereo not drawn)
  SSB-PriA inh = -5.0
> Cc1cccn2cc(-c3ccccc3NC(=O)CCS(=O)(=O)c3ccccc3)nc12
  SSB-PriA inh = -10.0
> CCN1CCN(Cc2c(O)ccc3c2O/C(=C\c2ccc(Cl)cc2Cl)C3=O)CC1
  SSB-PriA inh = -6.0
> O=C(CSc1nnc(SCc2ccc(Cl)cc2)s1)NN=Cc1ccccc1Cl
  SSB-PriA inh = -16.4
> CS(=O)(=O)c1ccc(-c2ccc(NC(=O)c3cccs3)cc2)nn1
  SSB-PriA inh = 10.0
> O=C(NCC#CCOc1ccc2c(c1)OCO2)NC1CCCCC1
  SSB-PriA inh = 17.0
> Cc1[nH]c2ccccc2c1C(Nc1nccs1)c1ccc(C(C)C)cc1 (stereo not drawn)
  SSB-PriA inh = 9.0
> Cc1ccc(C)c(-c2cc3c(=O)n(CC(=O)N4CCN(c5ccccn5)CC4)ncn3n2)c1
  SSB-PriA inh = -17.0
> CCOC(=O)C1CCN(c2nc3c(S(=O)(=O)c4ccc(Br)cc4)nnn3c3ccsc23)CC1
  SSB-PriA inh = -7.0
> O=C(Cc1cccs1)N1CCC(c2ccccn2)C1 (stereo not drawn)
  SSB-PriA inh = -15.0
> O=C(c1ccc(C(F)(F)F)cc1)N(Cc1ccoc1)Cc1cccs1
  SSB-PriA inh = -8.0
> COc1cccc(N2CCN(S(=O)(=O)c3ccsc3C(=O)Nc3ccc4c(c3)CCC4)CC2)c1
  SSB-PriA inh = 11.0
> C[C@H](NC(=O)C(=O)NCC1CCN(C(=O)c2ccoc2)CC1)c1ccccc1
  SSB-PriA inh = -4.0
> O=C(NC[C@H](O)c1csc2ccccc12)c1ccc(OC(F)(F)F)cc1
  SSB-PriA inh = -19.0
> CCN(CCO)C(=O)C1CN(C(C)=O)C1
  SSB-PriA inh = 7.0

> O=C(NN=Cc1cccc(Br)c1)c1ccc(Cn2cc(Br)cn2)o1
  SSB-PriA inh = 4.8
> CC1=NN(c2ccccc2)C(=O)C1=Cc1c(O)[nH]c(=O)[nH]c1=O
  SSB-PriA inh = 0.9
> Cc1nc(N(C)C)nc(C)c1NS(=O)(=O)c1ccc(OC(F)(F)F)cc1
  SSB-PriA inh = -1.0
> O=C(CSCc1ccccc1)NCC(O)c1ccoc1 (stereo not drawn)
  SSB-PriA inh = 18.0
> COc1ccc(-c2cc3c(SCC(=O)Nc4ccc(Br)cc4)nccn3n2)cc1
  SSB-PriA inh = -15.0
> O=C(Nc1ccc(-c2nc3ccccc3[nH]2)cc1)C(c1ccccc1)c1ccccc1
  SSB-PriA inh = -11.0
> COc1cn(CC(=O)Nc2ccc(C)cc2)c(CSc2nc(C)cs2)cc1=O
  SSB-PriA inh = 0.0
> O=C(NCc1ccccn1)Nc1c[nH]c2ccccc12
  SSB-PriA inh = 11.0
> CCOC(=O)N1CCC(NC(=O)Cn2c(=O)[nH]c3c(-c4ccc(F)cc4)c[nH]c3c2=O)CC1
  SSB-PriA inh = -4.0
> Cc1ccc(NN=Cc2ccncc2)cc1
  SSB-PriA inh = 10.1
> CNC(=O)Cc1ccc(NC(=O)Cc2ccc(F)cc2)cc1
  SSB-PriA inh = 0.0
> CC(C)NC(=O)C(=O)Nc1ccc(Cl)c(N2CCCS2(=O)=O)c1
  SSB-PriA inh = -5.0
> COC(=O)CC(C(=O)OC)N1CCN(c2ccc(F)cc2)CC1 (stereo not drawn)
  SSB-PriA inh = -3.0
> Cc1cc(C(=O)Nc2nnc(-c3cc(C)n(C)n3)o2)nn1C
  SSB-PriA inh = 13.0
> O=C(Nc1nnc(-c2ccncc2)o1)c1ccccc1I
  SSB-PriA inh = -9.0

> CCCCCCCCCC(=O)NN=C(C)c1cccnc1
  SSB-PriA inh = -16.0
> COc1ccc(N2CC(NC(=O)C3c4ccccc4Oc4ccccc43)CC2=O)cc1OC (stereo not drawn)
  SSB-PriA inh = -22.0
> CN(C)CCN1C(=O)C(O)=C(C(=O)c2cccs2)C1c1ccccc1 (stereo not drawn)
  SSB-PriA inh = -13.0
> CSc1ccc2nc(N3CCN(C(=O)c4ccn(C)n4)CC3)sc2c1
  SSB-PriA inh = -4.0
> O=C(NCCn1ccnc1-c1ncccn1)c1ccc(OC(F)(F)F)cc1
  SSB-PriA inh = -1.0
> Cc1ccc(=O)n(C(C)C(=O)Nc2cc(C)on2)n1 (stereo not drawn)
  SSB-PriA inh = 3.0
> O=S(=O)(NCc1ccccn1)c1ccc(F)c(Cl)c1
  SSB-PriA inh = -4.0
> O=C(CSc1nnc2n1CCN2c1ccccc1)Nc1ccccc1C(F)(F)F
  SSB-PriA inh = -6.0&5.0
> O=C(NCCn1ncccc1=O)c1ccc(F)cc1F
  SSB-PriA inh = 0.0
> CCOC(=O)C(=NNc1cccc(C(F)(F)F)c1)N(CCOC)CCOC
  SSB-PriA inh = -17.8
> CC(CC(=O)Nc1ccccc1F)=NNC(=O)Cc1ccc(Cl)cc1
  SSB-PriA inh = -7.4
> Cn1c(SCC(=O)NCc2ccccc2)nnc1-c1cccn(C)c1=O
  SSB-PriA inh = -11.0
> CC(C)(C)C(=O)C=c1[nH]c(=O)c(=Cc2ccccc2F)s1
  SSB-PriA inh = 2.2
> O=C(NCc1nc2ccccc2[nH]1)c1ccc(-n2cncn2)nn1
  SSB-PriA inh = -15.0
> CCOC(=O)c1ccc(NC(=O)c2cc3ccccc3c(=O)s2)cc1
  SSB-PriA inh = -5.0

(cont.)
molecule	SSB-PriA inh
COc1ccc(OC)c2sc(N(CCCN3CCOCC3)C(=O)C3=COCCO3)nc12	11.0
O=C(NCCn1ncc2c(N3CCCC3)ncnc21)C1COc2ccccc2O1 (stereo not drawn)	-4.0
COCCNC(=O)NCC1CCN(c2ccccn2)CC1	-24.0
O=C(Nc1ccc([N+](=O)[O-])cc1)c1ccc(CSc2ccccc2)o1	-3.0
COc1ccc(C)cc1C(=O)CN1C(=O)c2ccccc2OC(C)C1=O (stereo not drawn)	6.0
COc1ccc(OC)c(-c2cc(C(=O)NCC#CCOc3ccc4c(c3)OCO4)n(C)n2)c1	53.0*
O=[N+]([O-])c1ccc(NC(=S)NC(=NCS(=O)(=O)c2ccccc2)c2ccccc2)cc1	2.6
N#Cc1ccc(COCC2CCN(Cc3cccc(C(F)(F)F)c3)CC2)cc1	-5.0
CCSc1ccc(C(=O)Nc2nc(C)c(C(C)=O)s2)cc1	0.0
CCOC(=O)N1CCN(C(=O)CN2C(=O)NC3(CCCCC3C)C2=O)CC1 (stereo not drawn)	-15.0&8.0
CCCOc1ccc(CCC(=O)NC[C@H]2CCCN2c2nc3ccccc3o2)cc1	-1.0
COc1ccc(Nc2nc3c(OC)cccc3s2)cc1	-15.0
O=C(Cc1c(F)cccc1Cl)Nc1cc(N2CCOCC2)ncn1	-5.0
Cc1cc(C)c(S(=O)(=O)NCCNC(=O)c2ccc(NC(=O)C(C)(C)C)cc2)cc1C	-17.0&-12.0
O=C(Nc1ccc2c(c1)C(=O)NC2=O)c1ccc([N+](=O)[O-])s1	-12.0

Following part:
molecule	SSB-PriA inh
CCOc1ccccc1C(=O)Nc1ccc2c(c1)N(CCOC)CCC2	55.0
COC(=O)c1ccc2c(c1)C(=O)N(c1ccc([N+](=O)[O-])cc1)C2=O	7.0
Cc1nc2cc(NC(=O)C3CN(C(=O)COc4ccccc4F)C3)ccc2s1	-14.0
Cc1c(N=C2SCC(=O)N2N=Cc2ccc(Br)cc2)c(=O)n(-c2ccccc2)n1C	-14.5
COc1ccc(CCNC(=O)NCc2nnnn2-c2ccc(F)c(F)c2)cc1	-5.0
Cc1ccc(CNC(=O)C(=O)NCCc2ccoc2)cc1	-5.0
Cn1nc(CN(Cc2ccco2)C(=O)c2cccc(C(F)(F)F)c2)cc1C1CC1	12.0

Molecules listed so far that contain fluorine:
molecule	SSB-PriA inh
O=C(Nc1cc(F)cc(F)c1)N1CCN(c2cc(-n3cccc3)ncn2)CC1	-8.0
COC(=O)c1ccc2c(c1)C1CC(C)(O2)N(c2ccc(F)cc2F)C(=O)N1 (stereo not drawn)	16.0
O=C(c1ccc(C(F)(F)F)cc1)N(Cc1ccoc1)Cc1cccs1	-8.0
O=C(NC[C@H](O)c1csc2ccccc12)c1ccc(OC(F)(F)F)cc1	-19.0
Cc1nc(N(C)C)nc(C)c1NS(=O)(=O)c1ccc(OC(F)(F)F)cc1	-1.0
CCOC(=O)N1CCC(NC(=O)Cn2c(=O)[nH]c3c(-c4ccc(F)cc4)c[nH]c3c2=O)CC1	-4.0
CNC(=O)Cc1ccc(NC(=O)Cc2ccc(F)cc2)cc1	0.0
COC(=O)CC(C(=O)OC)N1CCN(c2ccc(F)cc2)CC1 (stereo not drawn)	-3.0
O=C(NCCn1ccnc1-c1ncccn1)c1ccc(OC(F)(F)F)cc1	-1.0
O=S(=O)(NCc1ccccn1)c1ccc(F)c(Cl)c1	-4.0
O=C(CSc1nnc2n1CCN2c1ccccc1)Nc1ccccc1C(F)(F)F	-6.0&5.0
O=C(NCCn1ncccc1=O)c1ccc(F)cc1F	0.0
CCOC(=O)C(=NNc1cccc(C(F)(F)F)c1)N(CCOC)CCOC	-17.8
CC(CC(=O)Nc1ccccc1F)=NNC(=O)Cc1ccc(Cl)cc1	-7.4
CC(C)(C)C(=O)C=c1[nH]c(=O)c(=Cc2ccccc2F)s1	2.2
N#Cc1ccc(COCC2CCN(Cc3cccc(C(F)(F)F)c3)CC2)cc1	-5.0
O=C(Cc1c(F)cccc1Cl)Nc1cc(N2CCOCC2)ncn1	-5.0
Cc1nc2cc(NC(=O)C3CN(C(=O)COc4ccccc4F)C3)ccc2s1	-14.0
COc1ccc(CCNC(=O)NCc2nnnn2-c2ccc(F)c(F)c2)cc1	-5.0
Cn1nc(CN(Cc2ccco2)C(=O)c2cccc(C(F)(F)F)c2)cc1C1CC1	12.0

Gathered by group: the compounds so far with a tert-butyl group.
molecule	SSB-PriA inh
CC(C)(C)C(=O)C=c1[nH]c(=O)c(=Cc2ccccc2F)s1	2.2
Cc1cc(C)c(S(=O)(=O)NCCNC(=O)c2ccc(NC(=O)C(C)(C)C)cc2)cc1C	-17.0&-12.0

Screening data (PubChem)
